Screens as filed in PubChem BioAssay.
mIAP block = mouse IAP inhibition; purified mouse IAP, CDP-Star luminescence, 30 min; inhibition, % at 10 µM; hit rate 0.2% among 330,000; AID 2806;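 active = inhibition of at least 40% at 10 µM in the primary screen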;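 also: plate controls were DMSO with enzyme for no effect and no enzyme wells for full effect; values of inactives mirror those of a sister screen read the other way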
MIN6 prolif = inducers of beta-cell replication in MIN6 cells. MIN6 cells proliferation, ATPlite luminescence, 48 h; cells starved in 0.2% serum; 100% = growth in 10% serum. hit rate 0.29% among 330,000. proliferation, % at 10 µM. AID 2380;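 active = compounds whose signal lies at least 3.5 SD above the mean of all wells on their plate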;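 also: 0% = DMSO-treated cells in low-serum medium and 100% = 10% serum control; some compounds called inactive have numbers as strong as hits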
A3A deaminase = human APOBEC3A DNA deaminase inhibition; recombinant A3A, FAM/TAMRA ssDNA deamination fluorescence; inhibition, % at 20 µM; AID 493011; hit rate 0.41% among 330,000;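 active = at least 40% inhibition at 20 µM here, with at most 30% in a related deaminase screen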;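 also: plate controls were A3A with DMSO for no effect and wells lacking A3A enzyme for full effect; some results filed as inactive read as strong as hits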
Target sequence (P31941 whole entry, looked up): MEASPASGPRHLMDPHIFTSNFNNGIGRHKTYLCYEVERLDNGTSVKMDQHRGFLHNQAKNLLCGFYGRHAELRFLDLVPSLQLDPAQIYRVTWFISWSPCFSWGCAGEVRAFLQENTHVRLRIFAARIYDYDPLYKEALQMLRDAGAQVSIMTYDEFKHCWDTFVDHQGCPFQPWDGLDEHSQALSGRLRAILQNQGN
NALP3 yeast inh = inhibitors of NALP3 inflammasome in yeast | Yeast reconstituted NLRP3/ASC/caspase-1, beta-gal luminescence, 24 h | inhibition, % at 10 µM | hit rate 0.39% among 330,000;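 active = inhibition of 50% or more; inactive = inhibition below 50%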;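 also: plate controls were induced DMSO wells for no effect and uninduced yeast grown without galactose for full effect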
mIAP act = increases mouse intestinal alkaline phosphatase activity; AID 2805; hit rate 0.24% among 330,000; activation factor at 10 µM; muIAP, CDP-Star luminescence, 30 min; hits give high values; 1 = vehicle-only enzyme signal, 0 = enzyme-free wells;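 active = activation factor of at least 2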; also: the source names both 10 and 20 µM as test concentration; values of inactives mirror those of a sister screen read the other way
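Assay system: mouse IAP enzyme / Compound: DMSO-dissolved test compounds / Timing: 30 min, room temperature / Measured by: luminescence from enzymatic CDP-Star hydrolysis / Control set: DMSO-only wells, enzyme-free buffer wells as negative control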
TIM10 inh = TIM10 yeast growth inhibition | inhibition, % at 10 µM | AID 463195 | hit rate 1.4% among 330,000 | S. cerevisiae TIM10 strain growth, BacTiter-Glo luminescence, 24 h;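 active = inhibition of 40% or more at the single tested concentration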;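 also: wild-type TIM10 isogenic control strain grown at permissive 25 °C; 0% = DMSO yeast wells and 100% = minimal medium wells without yeast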
tim10-1 inh = growth inhibitors of tim10-1 mutant yeast; hit rate 2.2% among 330,000; inhibition, % at 20 µM; S. cerevisiae tim10-1 ts strain growth, BacTiter-Glo, 24 h;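 active = inhibition of at least 40%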;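 also: mutant grown at 25 °C; 0% = DMSO wells with yeast and 100% = wells holding no yeast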
APOBEC3G inh = APOBEC3G (human) deaminase inhibition | Q9HC16 | recombinant A3G, ssDNA deamination FAM/TAMRA fluorescence | inhibition, % at 20 µM | hit rate 0.28% among 330,000 | AID 493012;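 active = inhibition of at least 40% at 20 µM, with no more than 30% in the related APOBEC3A deaminase screen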;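 also: plate controls were DMSO wells with A3G for no effect and wells lacking A3G enzyme for full effect; some compounds called inactive have numbers as strong as hits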
Target sequence (Q9HC16 whole entry, looked up): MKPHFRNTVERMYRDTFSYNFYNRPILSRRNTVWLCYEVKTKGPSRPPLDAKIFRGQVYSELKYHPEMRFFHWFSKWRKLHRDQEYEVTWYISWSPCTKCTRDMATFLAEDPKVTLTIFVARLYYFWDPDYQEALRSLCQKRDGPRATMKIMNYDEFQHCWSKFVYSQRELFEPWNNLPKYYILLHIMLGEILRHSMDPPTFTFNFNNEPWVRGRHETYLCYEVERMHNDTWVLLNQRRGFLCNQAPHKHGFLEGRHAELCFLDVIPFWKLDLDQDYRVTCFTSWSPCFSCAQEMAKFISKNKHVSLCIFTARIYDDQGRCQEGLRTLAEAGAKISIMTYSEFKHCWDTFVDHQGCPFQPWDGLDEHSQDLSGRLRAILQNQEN
hIAP block = blocks human intestinal alkaline phosphatase; purified IAP, CDP-Star luminescence, 30 min; P09923; inhibition, % at 10 µM; hit rate 0.12% among 330,000;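 active = inhibition reaching a set limit with compound at 10 µM in the primary screen, cut at about 35% in these data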;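 also: plate controls were DMSO wells with enzyme for no effect and no-enzyme buffer wells for full effect; values of inactives mirror those of a sister screen read the other way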
Target sequence (P09923 whole entry, looked up): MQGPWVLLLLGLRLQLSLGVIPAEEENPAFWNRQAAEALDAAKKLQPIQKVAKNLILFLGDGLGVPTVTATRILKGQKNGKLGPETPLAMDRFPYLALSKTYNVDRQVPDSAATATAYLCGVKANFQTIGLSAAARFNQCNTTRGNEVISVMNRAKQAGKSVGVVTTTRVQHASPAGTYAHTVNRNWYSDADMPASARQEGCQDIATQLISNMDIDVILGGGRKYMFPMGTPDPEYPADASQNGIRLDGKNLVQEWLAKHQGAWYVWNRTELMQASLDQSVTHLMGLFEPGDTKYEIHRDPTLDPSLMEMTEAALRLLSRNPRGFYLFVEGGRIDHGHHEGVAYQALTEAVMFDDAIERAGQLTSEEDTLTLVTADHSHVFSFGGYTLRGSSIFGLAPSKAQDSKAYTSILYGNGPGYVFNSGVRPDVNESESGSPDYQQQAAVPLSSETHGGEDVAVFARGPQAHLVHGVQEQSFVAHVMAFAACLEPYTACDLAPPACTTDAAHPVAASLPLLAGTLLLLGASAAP
The depositor's hits bear a star.

1: COc1ccc(-c2cc(=O)oc3cc(OCC(=O)N4C[C@H]5C[C@@H](C4)c4cccc(=O)n4C5)ccc23)cc1
2: COc1ccc(OC)c(C2C(C(=O)N(C)C)=C(C)Nc3nc4ccccc4n32)c1 (stereo not drawn)
3: Cc1ccc(C(=O)NCC(=O)OCCCOC(=O)CNC(=O)c2ccc(C)c(C)c2)cc1C
4: CCc1noc(C)c1C(=O)Nc1cc(Cl)ccc1-n1cncn1
5: O=C1CCCc2c1[nH]c1ccc(Br)cc21
6: CCOc1ccc(C(=O)N2CCN(C(=O)c3ccco3)CC2)cc1OCC

screen / no. | 1 | 2 | 3 | 4 | 5 | 6
mIAP block | 0 | 3 | -24 | 4 | -2 | 1
MIN6 prolif | 4 | -3 | -2 | 3 | 7 | 3
A3A deaminase | 6 | 5 | 0 | 1 | 0 | 0
NALP3 yeast inh | 10 | -11 | 17 | 12 | -11 | 13
mIAP act | 1 | 0.97 | 1.2 | 0.95 | 1 | 0.99
TIM10 inh | 5 | 10 | 6 | -2 | 3 | 3
tim10-1 inh | -4 | 7 | 3 | -3 | 13 | 5
APOBEC3G inh | 5 | -2 | -7 | -14 | -2 | -3
hIAP block | 17 | 2 | -7 | -5 | 20 | -13

7: COCCOCC(O)CN1CCN(c2ccccc2)CC1 (stereo not drawn)
8: Cc1csc(NC(=O)CCNC(=O)c2ccc([N+](=O)[O-])cc2)n1
9: COC(=O)c1ccccc1NC(=O)Cn1cnc([N+](=O)[O-])c1
10: S=C(NCCc1ccccc1)Nc1ccc(Br)cc1
11: O=C(Nc1ccc2c(c1)OCO2)C1CC1(Cl)Cl (stereo not drawn)
12: COc1ccc(C(=O)NNC(=O)Nc2ccc(C)cc2)cc1

screen / no. | 7 | 8 | 9 | 10 | 11 | 12
mIAP block | 16 | -4 | 3 | -86 | -1 | 12
MIN6 prolif | 0 | -1 | 2 | -6 | 0 | 0
A3A deaminase | 0 | -5 | -4 | -4 | 3 | -1
NALP3 yeast inh | 7 | 7 | 20 | 37 | 8 | 3
mIAP act | 0.84 | 1 | 0.97 | 1.9 | 1 | 0.88
TIM10 inh | -15 | -5 | -9 | 24 | -6 | 4
tim10-1 inh | -3 | -5 | 4 | 14 | -5 | 2
APOBEC3G inh | 1 | -3 | -9 | 0 | -2 | -8
hIAP block | 8 | -5 | 2 | -2 | -17 | 1

Next part (four carried over from the part before).
9: COC(=O)c1ccccc1NC(=O)Cn1cnc([N+](=O)[O-])c1
10: S=C(NCCc1ccccc1)Nc1ccc(Br)cc1
11: O=C(Nc1ccc2c(c1)OCO2)C1CC1(Cl)Cl (stereo not drawn)
12: COc1ccc(C(=O)NNC(=O)Nc2ccc(C)cc2)cc1
13: CC(=O)Nc1ccc(C(=O)Nc2nc(-c3cccnc3)cs2)cc1
14: O=C(NCc1cccnc1)c1ccc(COc2ccccc2Cl)o1
15: CCN(CC(=O)NCCc1ccccc1)S(=O)(=O)c1ccc(Br)cc1
16: CC(=O)Oc1ccc2c(=O)oc(-c3ccc([N+](=O)[O-])cc3)nc2c1
17: Oc1ccc(Cl)cc1-c1cc(-c2ccccc2)n[nH]1
18: Cc1ccc(S(=O)(=O)N2CCOCC2)cc1NC(=O)COC(=O)/C=C/c1ccco1

screen / no. | 9 | 10 | 11 | 12 | 13 | 14 | 15 | 16 | 17 | 18
mIAP block | 3 | -86 | -1 | 12 | 9 | -4 | 2 | 11 | -18 | 1
MIN6 prolif | 2 | -6 | 0 | 0 | 3 | -3 | -2 | 0 | -6 | 1
A3A deaminase | -4 | -4 | 3 | -1 | 5 | -4 | -4 | -2 | 1 | 2
NALP3 yeast inh | 20 | 37 | 8 | 3 | -1 | 21 | 19 | 6 | 14 | 0
mIAP act | 0.97 | 1.9 | 1 | 0.88 | 0.91 | 1 | 0.98 | 0.89 | 1.2 | 0.99
TIM10 inh | -9 | 24 | -6 | 4 | 2 | 1 | 21 | 18 | 55* | 6
tim10-1 inh | 4 | 14 | -5 | 2 | 10 | 13 | 30 | 23 | 43* | 11
APOBEC3G inh | -9 | 0 | -2 | -8 | 20 | -12 | -3 | -8 | -3 | -4
hIAP block | 2 | -2 | -17 | 1 | 9 | 10 | -7 | 6 | -53 | 14

19: CCC(=O)Nc1nc2ccccc2n1CCN(CC)CC
20: NS(=O)(=O)c1ccc(NC(=S)N2CCC(O)CC2)cc1
21: CCOc1cc(N2CCOCC2)c(OCC)cc1NC(=O)COC(=O)c1ccccc1OC(F)F
22: Cc1nc(N2CCOCC2)[nH]c(=O)c1CCC(C)C
23: Cn1c(=O)c(C(=O)Nc2ncccc2O)c(O)c2ccccc21
24: CCOc1ccc(NC(=O)CN(C)C(=O)CC2CCCC2)cc1OCC

screen / no. | 19 | 20 | 21 | 22 | 23 | 24
mIAP block | 2 | 2 | 9 | 9 | -1 | -4
MIN6 prolif | 0 | -1 | 4 | -1 | 2 | -2
A3A deaminase | -3 | -3 | -4 | 1 | 0 | -2
NALP3 yeast inh | 14 | 10 | 9 | 2 | 15 | 19
mIAP act | 0.98 | 0.98 | 0.91 | 0.91 | 1 | 1
TIM10 inh | -11 | 4 | 7 | -2 | -7 | -5
tim10-1 inh | 6 | 6 | 4 | 3 | -21 | -2
APOBEC3G inh | -2 | -1 | -6 | -5 | -4 | -8
hIAP block | -17 | -4 | 16 | 4 | -12 | 9

25: COC(=O)c1cn(CC(=O)NCc2ccco2)c2ccccc12
26: CCOC(=O)Nc1cc(C(=O)OCC)c(C)nc1C
27: O=C(O)CCCC(=O)Nc1ccc(Oc2ncnc3cc(Cl)ccc23)nc1
28: CCNC(=S)NNc1ccccc1
29: CC(NC(=O)c1ccco1)c1nc(-c2ccc(Cl)cc2)no1 (stereo not drawn)
30: Cc1ccc(CN2CCN(Cc3cccn3-c3nccs3)CC2CCO)cc1 (stereo not drawn)

screen / no. | 25 | 26 | 27 | 28 | 29 | 30
mIAP block | -19 | -4 | 2 | 6 | 4 | -4
MIN6 prolif | 0 | 1 | 2 | -2 | 0 | -2
A3A deaminase | 0 | -1 | -3 | 0 | -4 | -8
NALP3 yeast inh | -7 | -7 | 14 | 11 | 6 | -8
mIAP act | 1.2 | 1 | 0.98 | 0.94 | 0.96 | 1
TIM10 inh | 0 | -28 | 11 | 7 | -3 | -14
tim10-1 inh | -3 | -18 | 4 | 13 | -34 | 17
APOBEC3G inh | -4 | -4 | -4 | -5 | -8 | 6
hIAP block | 3 | -6 | -14 | 6 | 5 | -18

31: CCOc1ccc(S(=O)(=O)c2c[nH]c3ccc(C)cc3c2=O)cc1
32: Cc1ccc(Nc2ccc(C(=O)NC3CCCCC3)cn2)cc1
33: O=C(NCc1ccccc1)c1ccc(Br)cc1
34: Cc1ccccc1NC(=O)CN1CCN(Cc2ccccc2)CC1
35: CC1(C)C2CCC1(C)C(OC(=O)CNc1ccccc1)C2 (stereo not drawn)
36: CCOC(=O)c1c(CN(C)C)n(C)c2c(O)c(N=NC(N)=O)c3ccc(Br)cc3c12

screen / no. | 31 | 32 | 33 | 34 | 35 | 36
mIAP block | -8 | 7 | 6 | 2 | 3 | 23
MIN6 prolif | 0 | -2 | 1 | -3 | -2 | -6
A3A deaminase | 1 | 3 | -2 | 0 | 1 | -1
NALP3 yeast inh | 9 | 24 | 28 | 22 | 12 | 26
mIAP act | 1.1 | 0.93 | 0.94 | 0.98 | 0.97 | 0.77
TIM10 inh | -3 | 7 | -5 | 1 | 17 | 28
tim10-1 inh | -5 | -3 | 3 | 1 | 16 | 30
APOBEC3G inh | -1 | -2 | -5 | -1 | -1 | 0
hIAP block | 1 | -3 | -1 | -4 | 6 | -39

37: Cc1ccccc1NS(=O)(=O)c1nnc(NC(=O)CC(C)C)s1
38: O=C1C=C(c2ccc3ncccc3c2)C[C@@H](c2ccc(Cl)cc2)C1
39: COc1ccc(CN(CCC(c2ccccc2)C2CCOC(C)(C)C2)C(C)=O)cc1 (stereo not drawn)
40: Cc1cc(C)nc(NS(=O)(=O)c2ccc(N/C=C/C(=O)c3ccc(Cl)c(Cl)c3)cc2)n1
41: Cc1nn(-c2ccc([N+](=O)[O-])cc2)c2c1C(c1cccc(Br)c1)N1C(=N2)C(=O)Nc2ccccc21 (stereo not drawn)
42: CCOC(=O)C1CSC2(CCC(c3ccccc3)CC2)N1 (stereo not drawn)

screen / no. | 37 | 38 | 39 | 40 | 41 | 42
mIAP block | 5 | 11 | -3 | 6 | 18 | 3
MIN6 prolif | 0 | -3 | -3 | 1 | -6 | 3
A3A deaminase | 4 | -2 | 1 | -5 | -2 | -3
NALP3 yeast inh | -9 | 18 | 14 | 15 | 11 | 10
mIAP act | 0.95 | 0.89 | 1 | 0.94 | 0.82 | 0.97
TIM10 inh | 9 | 9 | 26 | 6 | 15 | -1
tim10-1 inh | 4 | 0 | 2 | -4 | 5 | 9
APOBEC3G inh | -3 | -8 | -1 | -4 | -6 | -8
hIAP block | 6 | -1 | 15 | -18 | 18 | 11

43: Fc1ccccc1N=C1NN=C(c2ccccc2)CS1
44: O=C(NCc1cccs1)C1CCCN1C(=O)Nc1ccc(F)cc1 (stereo not drawn)
45: C=CCN1C(c2ccc(Br)cc2)=CS/C1=C(/C#N)c1nnc(N2CCOCC2)n1-c1ccccc1
46: Cc1cccc(C(=O)Nc2ccc(C(=O)N/N=C/c3ccc(C)o3)cc2)c1
47: Cc1[nH]n2cnnc2c(=O)c1Br
48: COC(=O)c1c(-c2ccncc2)csc1NC(=O)c1ccoc1C

screen / no. | 43 | 44 | 45 | 46 | 47 | 48
mIAP block | 1 | 0 | 3 | -6 | 4 | 6
MIN6 prolif | -6 | 1 | -3 | -1 | 1 | 3
A3A deaminase | -1 | 3 | -2 | 2 | -2 | -4
NALP3 yeast inh | 24 | -9 | 7 | 17 | 3 | 13
mIAP act | 0.99 | 1 | 0.97 | 1.1 | 0.96 | 0.94
TIM10 inh | -4 | -3 | 21 | -10 | 4 | 4
tim10-1 inh | 18 | -1 | 22 | 6 | 6 | 34
APOBEC3G inh | 2 | 8 | -4 | -1 | -5 | -6
hIAP block | -5 | -6 | 7 | 7 | 5 | 7

49: C=CCn1c(COc2ccccc2)nnc1SCC(=O)Nc1ccc2c(c1)OCCO2
50: O=S(=O)(NC1CCCCC1)c1ccc(Br)s1
51: Cc1cccc(C)c1OCC(=O)N/N=C/c1ccc2c(c1)OCO2
52: O=c1c(-c2ccccc2)cnc2n1CCS2
53: O=C(NCCCn1cccn1)c1cc(COc2ccc(F)cc2Cl)on1
54: COc1ccc(S(=O)(=O)N2CCOCC2)cc1NC(=O)CN1C(=O)CN(C)C1=O
55: COCC(C)n1c(COc2ccccc2F)nnc1SCc1c(C)noc1C (stereo not drawn)
56: CC1CCC(C(C)C)C(OC(=O)C[n+]2cc(-c3ccc(Cl)cc3)n3c2CCC3)C1 (stereo not drawn)
57: COc1ccc(NC(=O)/C=C/c2cccc(Br)c2)cn1

screen / no. | 49 | 50 | 51 | 52 | 53 | 54 | 55 | 56 | 57
mIAP block | -4 | 4 | 9 | -6 | 5 | -11 | -19 | -37 | 6
MIN6 prolif | -2 | 1 | -2 | 2 | 2 | -2 | 0 | -6 | 1
A3A deaminase | -4 | -1 | 1 | 2 | 1 | -2 | -2 | 3 | 41*
NALP3 yeast inh | 14 | 37 | 34 | -3 | 6 | 13 | 3 | -1 | 21
mIAP act | 1 | 0.96 | 0.91 | 1.1 | 0.95 | 1.1 | 1.2 | 1.4 | 0.94
TIM10 inh | -5 | 17 | 8 | 4 | 24 | 6 | -7 | -6 | 13
tim10-1 inh | 11 | 24 | -3 | 1 | 24 | -8 | 34 | 4 | -56
APOBEC3G inh | -4 | -8 | 2 | -1 | -5 | -7 | -2 | -2 | -7
hIAP block | 5 | -2 | 6 | -6 | -4 | 0 | 2 | -43 | 10
